# RXFP1 ag: qHTS Assay for Agonists of the Relaxin Receptor RXFP1; Relaxin receptor 1 (Homo sapiens), Q9HBX9; HEK293T-RXFP1 cAMP TR-FRET, 30 min; response scale: percent of porcine relaxin response, buffer zero; Potency, µM (doses to about 57.5 µM), for inactives: top-dose activation, actives largely listed as activators; hit rate 0.3% among 370,000; AID 2676, 2010; active = well fitted activation curve with a large enough effect; inconclusive = small, poorly fitted or top-dose-only effect; note: potency is the fitted concentration of half-maximal effect; % is set by controls: 0 for no effect and ±100 for the full control effect; nearly all actives have a fitted effect of over 60% in size; many of its hits are not listed in these tables
#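 HEK293 cells stably expressing RXFP1, treated 30 min at 37C with compounds plus PDE4 inhibitor Ro 20174; cAMP measured by HTRF TR-FRET. Normalized to buffer and 29 nM porcine relaxin; EC50 by Hill fit.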
# D2 ag: HTS Assay for Allosteric Agonists of the Human D2 Dopamine Receptor: Primary Screen for Agonists; D(2) dopamine receptor (Homo sapiens), P14416; HEK293 T-REx D2 cells, calcium flux agonist mode; activation, % at 2 µM; hit rate 0.53% among 340,000;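 active = activation over 3 SD above normal in the single-dose calcium agonist read, cut at about 30% in these data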; note: 0% is about no effect
# Target sequence (P14416 whole entry, looked up): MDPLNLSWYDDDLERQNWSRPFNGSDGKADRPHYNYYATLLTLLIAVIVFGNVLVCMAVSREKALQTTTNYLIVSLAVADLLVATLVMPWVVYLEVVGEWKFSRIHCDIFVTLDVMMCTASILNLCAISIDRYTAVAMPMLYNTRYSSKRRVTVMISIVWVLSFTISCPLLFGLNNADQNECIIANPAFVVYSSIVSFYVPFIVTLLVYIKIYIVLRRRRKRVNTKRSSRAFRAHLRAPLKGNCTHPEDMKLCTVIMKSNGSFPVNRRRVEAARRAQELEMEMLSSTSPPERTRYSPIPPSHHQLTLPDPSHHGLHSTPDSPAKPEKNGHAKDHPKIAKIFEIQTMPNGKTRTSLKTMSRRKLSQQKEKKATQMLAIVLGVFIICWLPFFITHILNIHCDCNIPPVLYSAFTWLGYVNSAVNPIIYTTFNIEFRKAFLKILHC
#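 Agonism is scored from calcium flux in a force-coupled, inducible HEK293 cell line expressing D2, read kinetically for 180 s after compound addition against dopamine controls.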
# RXFP1 antagonist: qHTS Assay for Antagonists of the Relaxin Receptor RXFP1; Relaxin receptor 1 (Homo sapiens), Q9HBX9; HEK293-RXFP1, relaxin-stimulated cAMP HTRF, 30 min; hits give low values; activity change, negative = inhibition, % at 57.5 µM; hit rate 0.59% among 350,000; AID 1259400, 2018;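 active = activity change of -60% or lower, but not beyond a set lower limit; inconclusive = change between -60% and -40%, or beyond the set limit; inactive = change above -40%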; note: % is set by controls: 0 for no effect and ±100 for the full control effect
# D2 antag: HTS Assay for Allosteric Antagonists of the Human D2 Dopamine Receptor: Primary Screen for Antagonists | inhibition, % at 10 µM | D(2) dopamine receptor (Homo sapiens), P14416 | HEK293 TREx D2 cells, calcium flux, dopamine EC80 | hit rate 2% among 340,000 | AID 485344, 2010; in the data active = inhibition above about 30%; note: 0% is about no effect
#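 Compounds are added to dye-loaded, induced HEK293 T-REx cells coupled to calcium release via D2; after a 3 min kinetic read an EC80 dopamine stimulus is given and fluorescence is recorded for 3 more min.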
# D1 ag: Allosteric Agonists of the Human D1 Dopamine Receptor: qHTS | D(1A) dopamine receptor (Homo sapiens), P21728 | hit rate 1% among 360,000 | HEK293 T-REx D1 cells, calcium flux, agonist mode | activation, % at 2 µM; in the data active = activation above about 30%; note: 0% is about no effect
# Target sequence (P21728 whole entry, looked up): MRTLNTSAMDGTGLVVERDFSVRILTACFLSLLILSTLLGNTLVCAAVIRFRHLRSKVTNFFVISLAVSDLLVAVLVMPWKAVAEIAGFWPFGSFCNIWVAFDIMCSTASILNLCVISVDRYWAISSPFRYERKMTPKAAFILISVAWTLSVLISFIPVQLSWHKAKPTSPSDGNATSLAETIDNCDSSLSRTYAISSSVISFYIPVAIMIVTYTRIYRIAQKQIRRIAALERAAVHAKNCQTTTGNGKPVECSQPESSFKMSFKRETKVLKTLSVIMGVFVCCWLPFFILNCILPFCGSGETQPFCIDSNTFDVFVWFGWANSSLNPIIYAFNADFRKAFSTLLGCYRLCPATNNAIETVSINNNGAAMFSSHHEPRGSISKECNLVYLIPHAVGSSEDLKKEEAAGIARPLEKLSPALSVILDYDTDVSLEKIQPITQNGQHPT
#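 Inducible HEK293 T-REx D1 cells, force-coupled to calcium signalling, were plated at 4000 cells/well with tetracycline and held overnight at 30 C. After no-wash calcium dye loading, compound-evoked calcium rise over 180 s flagged agonists.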
# D1 PAM: Potentiators of Human D1 Dopamine Receptor: qHTS; D(1A) dopamine receptor (Homo sapiens), P21728; HEK293 TREx D1 cells, calcium flux, dopamine EC20 potentiation; potentiation, % at 10 µM; hit rate 0.036% among 360,000; AID 504651, 2011; in the data active = potentiation above about 30%; note: 0% is about no effect
# D1 antagonist: Antagonist of Human D 1 Dopamine Receptor: qHTS; activity change, negative = inhibition, % at 10 µM; hit rate 3.2% among 360,000; D(1A) dopamine receptor (Homo sapiens), P21728; HEK293 TREx D1 cells, calcium flux, dopamine EC80; hits give low values; in the data active = activity change below about -30%; note: % is set by controls: 0 for no effect and ±100 for the full control effect
#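 Antagonism measured as reduced calcium response to an EC80 dopamine addition following 180 s compound pre-read; cells were inducible HEK293 Trex D1 plated overnight at 30 C, read kinetically at 1 cycle/sec.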
# D2 PAM: HTS Assay for Positive Allosteric Modulators of the Human D2 Dopamine Receptor: Primary Screen for Potentiators | D(2) dopamine receptor (Homo sapiens), P14416 | HEK293 T-REx D2, calcium flux, EC20 dopamine potentiation | potentiation, % at 10 µM | hit rate 0.34% among 340,000;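 active = potentiation over 3 SD above the plate norm, cut at about 30% in these data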; note: 0% is about no effect
#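 Cells plated with tetracycline inducer and held overnight at 30 C; calcium dye loaded 30–90 min at room temperature; baseline taken, compound added and read 180 s; EC20 dopamine then added and read 180 s.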
# TRHR enhancer: qHTS for Small Molecule Agonists and Allosteric Enhancers of Human TRH Receptor: Primary Screen for Enhancers; enhancement, % at 2 µM; TRHR cells, fluo-8 calcium fluorescence, EC20 TRH enhancement; Thyrotropin-releasing hormone receptor (Homo sapiens), P34981; hit rate 0.66% among 360,000; in the data active = enhancement above about 30%; note: 0% is about no effect
#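 Enhancer read-out: after compound pinning and an initial kinetic agonist-mode read, an EC20 of TRH (10 nM final) was injected and fluo-8 calcium signal (Ex 480/Em 530) followed at 1 s/cycle for 100 cycles in TRHR-expressing cells.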
# Active calls of the source: *; ? = inconclusive; . = not tested or not shown. Only part of the results is shown; rates above refer to the full screens.
SMILES,RXFP1 ag,D2 ag,RXFP1 antagonist,D2 antag,D1 ag,D1 PAM,D1 antagonist,D2 PAM,TRHR enhancer
O=C(Nc1sc2c(c1C(=O)O)CCCC2)C(=O)N1CCOCC1,-0.8%,1.1,-29,8,3,4,-6,4,7
COc1ccc(-c2cc(C(F)F)n3ncc(C(=O)Nc4cccc(S(=O)(=O)N5CCOCC5)c4)c3n2)cc1,0.5%,0.9,1,2,1,-4,-3,10,0
N#CCN1CCN(CC(=O)Nc2cccc3ccccc23)CC1,3.1%,-0.5,8,16,0,-3,13,2,4
O=S(=O)(Nc1ccc(-c2ccc(N3CCCCCC3)nn2)cc1)c1cccc(C(F)(F)F)c1,-3.2%,1.6,-19,.,3,-1,-4,1,8
CN(C)CCNCc1ccccc1OC1CCCC1,0.1%,0.6,19,-1,2,-3,4,-11,6
CC(C#N)Sc1nc2ccccc2c(=O)n1-c1ccccc1 (configuration not stated),-0.4%,-1.3,11,7,-1,-5,-15,11,2
Cc1ccccc1CCNC(=O)c1ccc2c(c1)nc1n2CCCCC1,4.4%,-0.1,-14,.,-1,0,10,-8,-3
COc1ccc(NC(=O)CSc2cn[nH]n2)cc1OC,-5.0%,-0.1,14,-15,-1,-1,0,6,2
COC(=O)c1cc(-c2ccc(C)o2)nc2ccccc12,19%,0.7,22,-16,2,-2,3,11,-3
Cc1ccccc1-n1c(C)cc(/C=C(\C#N)C(=O)NCC2CCCO2)c1C (configuration not stated),6.8%,-1.8,-10,-5,-1,-11,-21,5,-4
O=C(COC(=O)c1ccc(Br)o1)Nc1ccc(Br)cc1,-0.1%,0.1,3,-5,11,-3,-5,-5,0
Nc1ccc[n+](CC(=O)c2ccccc2)c1,-0.9%,.,3,.,-1,13,6,.,-9
Cc1ccc(C)c(NC(=O)c2ccc3c(c2)CCN3S(=O)(=O)c2ccccc2)c1,-3.1%,0.0,-4,.,4,5,-15,.,2
CCc1cc(C(=O)N2CCCC(C(=O)c3ccc(Cl)cc3)C2)no1 (configuration not stated),1.5%,0.0,30,-4,1,-2,-25,-2,-6
CCOCCCNC(=O)CN1CCN(Cc2ccc(Cl)cc2)C1=O,2.4%,0.4,1,6,1,-1,-1,0,16
Cc1ccc(C)c(NC(=O)C(NS(=O)(=O)c2ccc3c(c2)CCC(=O)N3)c2ccccc2)c1 (configuration not stated),-1.4%,-2.1,.,.,9,2,13,-2,5
CCc1cccc(NC(=O)COc2cc(=O)n(CC)c3ccccc23)c1,21%,-0.9,-9,.,0,-1,4,5,3
COc1ccc(CNCCCC(=O)Nc2c(Cl)ccc(C)c2Cl)cc1OC,0.2%,-0.8,2,-18,3,-8,3,18,9
COCCN(C(=O)C1CC1)c1nnc(-c2cccc(C)c2)s1,0.6%,-0.8,-9,-7,6,1,3,3,-1
COc1ccc(NC(=O)Cc2ccc(C)cc2)cc1S(=O)(=O)N1CCCCC1,2.0%,-0.1,6,3,0,-6,-20,9,0
Cc1cccc(N2CCN(CC(=O)NCc3ccccc3)CC2)c1C,2.4%,0.2,-7,13,1,-1,-8,-7,-4
COc1cc(OC)c(-c2nc3cnccc3n2C)cc1OC,2.1%,1.4,14,-9,1,3,-7,12,18
CC1CCCC(NC(=O)CCNC(=O)c2ccc(Cl)cc2)C1C (configuration not stated),1.3%,-0.6,-12,-14,5,-7,-13,-23,9
CCC(=O)NC1=C(Cl)C(=O)C(NC(=O)CC)=C(Cl)C1=O,-1.2%,1.9,?,-8,3,1,11,1,-7
Cc1nn(CC(=O)Nc2ccc3c(c2)oc2ccccc23)c(=O)c2ccccc12,0.4%,0.9,-8,16,1,-3,1,-2,6

# Exported with tabs: 2 of the compounds above
compound	RXFP1 ag	D2 ag	RXFP1 antagonist	D2 antag	D1 ag	D1 PAM	D1 antagonist	D2 PAM	TRHR enhancer
Cc1ccccc1CCNC(=O)c1ccc2c(c1)nc1n2CCCCC1	4.4%	-0.1	-14	.	-1	0	10	-8	-3
Cc1nn(CC(=O)Nc2ccc3c(c2)oc2ccccc23)c(=O)c2ccccc12	0.4%	0.9	-8	16	1	-3	1	-2	6

# Carrying on.
SMILES,RXFP1 ag,D2 ag,RXFP1 antagonist,D2 antag,D1 ag,D1 PAM,D1 antagonist,D2 PAM,TRHR enhancer
Cc1cc(OCC(=O)Nc2cccc(S(=O)(=O)N3CCCC3)c2)ccc1Cl,-0.1%,0.8,-4,8,23,2,-30*,-9,0
FC(F)(F)c1ccc(NC(=S)NCc2ccccc2)cc1,1.9%,2.7,-10,2,22,-8,-37*,-3,-6
Cc1ccc(N2CC(C(=O)Nc3ccc(S(=O)(=O)N4CCCC4)cc3)CC2=O)cc1C (configuration not stated),1.4%,0.7,-7,-12,4,2,2,-12,-3
Cc1ccc(C)c(N2CCN(C(=O)CN(C)S(=O)(=O)c3ccc4c(c3)CCC(=O)N4)CC2)c1,2.0%,-1.0,.,-3,4,-3,6,-9,2
CCCCNC(=S)NNC(=O)CCn1cc(C)cn1,0.7%,0.5,-4,-2,3,-6,6,4,2
CCOC(=O)N1CCC(=NNC(=O)Cn2ccc(C(F)(F)F)n2)CC1,-2.7%,-0.5,-7,-22,4,-1,-13,33*,5
COc1ccc(S(=O)(=O)N2CCN(C(=O)CN3C(=O)NC(C)(c4ccc5ccccc5c4)C3=O)CC2)cc1 (configuration not stated),1.9%,0.3,-4,-20,8,-4,3,-4,0
CC(=O)Oc1cccc(N2C(=O)C3C4C=CC(C4)C3C2=O)c1 (configuration not stated),1.4%,.,20,.,0,-2,1,16,5
Cc1ccc(CNC(=O)c2ccc(N3CCC4(CC3)CC(c3cccc(Br)c3)=NO4)c(NC(=O)c3ccccc3)c2)cc1,-0.6%,0.4,.,3,6,-1,-5,13,1
COc1cc(NC(=O)C/C(C)=N/NC(=O)Cc2ccccc2)c(OC)cc1Cl,-0.3%,-1.0,7,7,2,-7,-22,-12,-12
CC1CCC2(CC1)C(Nc1cccc(Cl)c1)=NC(=S)N2CC#N (configuration not stated),-0.8%,-0.2,-4,9,19,-4,4,5,6
CC(C)CC(=O)c1c[nH]c(C(=O)NCc2ccccc2)c1,-0.5%,.,-11,.,1,-4,-1,.,3
Cc1nc(NC(=O)CCN2C(=O)C3CC=CCC3C2=O)sc1C (configuration not stated),1.6%,-0.8,0,4,8,4,-15,-2,13
COc1ccc(N2C(=O)/C(=C\c3ccco3)N=C2SCC(=O)NC(C)C)cc1Cl,0.8%,-1.4,-3,14,1,-3,-13,-8,-3
COc1ccc(CNC(=O)c2ccc3c(c2)N(Cc2cc(C)ccc2C)C(=O)CS3)cc1,-0.8%,8.1,.,.,-1,1,-8,3,4
Cc1ccc(NC(=O)CN2CCc3ccccc3C2)cc1S(=O)(=O)N(C)C,-0.4%,47*,-5,18,4,-6,-2,-22,58*
c1ccc(CSc2nnc(-c3sccc3-n3cccc3)o2)cc1,3.2%,0.2,-10,15,7,10,1,18,5
CC1CCC(NC(=O)c2ccc(S(C)(=O)=O)cc2)CC1 (configuration not stated),-1.5%,0.0,1,9,0,-5,-1,-7,-1
CC(=O)c1ccc2c(c1)C1C=CCC1C(c1cc3c(cc1Br)OCO3)N2 (configuration not stated),0.4%,1.4,.,-8,1,3,-6,-6,3
CCC(Oc1ccc(C)c(C)c1)C(=O)O (configuration not stated),1.0%,2.6,-4,1,4,1,-29,18,5
CCn1c(SCc2nc3ccccc3[nH]2)nnc1-c1ccncc1,1.6%,-0.5,5,-12,6,-1,13,8,7
CCN1C/C(=N\S(=O)(=O)/N=C2\CN(CC)C(=O)N2CC)N(CC)C1=O,1.2%,0.2,13,1,3,-4,-26,8,2
COc1ccc(C2=CC(=O)OC(C)(c3ccccc3)O2)cc1 (configuration not stated),4.5%,.,4,.,4,-2,-23,-15,3
CC(C)NC(=O)N1CCC(c2nc3ccccc3s2)CC1,1.2%,0.4,-4,3,4,6,-18,2,-2
CCS(=O)(=O)c1nc(S(=O)(=O)c2ccc(Cl)cc2)c(NCCOC)s1,7.7%,-0.7,-3,13,1,3,8,20,-5

# Later entries.
SMILES,RXFP1 ag,D2 ag,RXFP1 antagonist,D2 antag,D1 ag,D1 PAM,D1 antagonist,D2 PAM,TRHR enhancer
COc1ccc2[nH]c3c(c2c1)CCNC3(C)CCc1ccc(Cl)nc1 (configuration not stated),1.8%,1.2,12,-9,18,2,-1,10,1
O=C1CCC(=O)N1CNc1ccccn1,0.2%,0.6,1,-1,4,-1,-2,.,-3
Nc1ccc(C2(c3ccc(N)cc3)C(=O)Nc3ccccc32)cc1,1.4%,0.5,-17,-1,0,2,-5,25,14
CC1CCCCC1NC(=O)C1CCN(S(=O)(=O)c2ccc(-n3cnnn3)cc2)CC1 (configuration not stated),-3.1%,0.7,19,2,3,11,-10,5,-4
COc1cccc(/C=C/C(=O)OCC(=O)c2cc(C)n(CC3CCCO3)c2C)c1OC (configuration not stated),3.7%,0.4,-6,-19,6,2,-8,-9,-4
Cc1cccc(NS(=O)(=O)c2cc(OCC(N)=O)c(C)cc2Cl)c1,0.0%,-0.1,-1,-21,2,-1,-15,4,4
Cc1ccc(-n2ncc(C(=O)N3CCN(C(=O)c4ccco4)CC3)c2C2CCN(C(=O)OC(C)(C)C)CC2)cc1,2.8%,1.4,-11,.,0,-1,-5,3,-4
COc1ccc(NS(=O)(=O)c2ccc(-n3nnc4ccccc43)c([N+](=O)[O-])c2)cc1,0.1%,1.1,-19,5,36*,-11,-3,-10,-9
COc1cccc(NC(=O)CCc2nc(-c3ccccc3F)no2)c1,-1.7%,-0.4,-4,6,5,-3,.,-4,-8
COc1cccc(CNS(=O)(=O)c2ccc(S(=O)(=O)NC3CC3)cc2)c1,3.9%,-0.6,3,13,7,-4,-27,-9,-2
O=S(=O)(NCc1ccccc1F)NCc1ccccc1F,-0.6%,-0.5,-9,-11,-1,-7,-25,-3,58*

# Looked up above.
# `CCn1c(SCc2nc3ccccc3[nH]2)nnc1-c1ccncc1` in D2 PAM is entered as 8
# `Cc1ccc(N2CC(C(=O)Nc3ccc(S(=O)(=O)N4CCCC4)cc3)CC2=O)cc1C` (configuration not stated) in RXFP1 ag is entered as 1.4%
